Screening data from PubChem.
M4 PAM: CHRM4 positive allosteric modulation; 0.4% of 360,000 active; CHO-K1 hM4/Gqi5, Fluo-8 calcium fluorescence, ACh EC20; 0% = ACh EC20, 100% = maximal ACh; P08173; activation, % at 3 µM; AID 624126;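 active = activation above its plate's cutoff, the mean activation of sample wells plus 3 SD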; note: some results filed as inactive read as strong as hits
IDE inh: inhibits human insulin-degrading enzyme in HEK cells; inhibition, % at 5.59 µM; FAbetaB cleavage, fluorescence polarization; 0.41% of 320,000 active; P14735;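 active = percent inhibition above the average of all tested compounds plus 3 SD, set per screening campaign, cut at about 16% in these data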;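 note: IDE supplied by intact live HEK cells; FP after avidin binding of uncleaved biotin substrate so inhibition keeps polarization high; 0% = DMSO wells and 100% = 60 µM reference IDE inhibitor Ii1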
Target sequence (P14735 whole entry, looked up): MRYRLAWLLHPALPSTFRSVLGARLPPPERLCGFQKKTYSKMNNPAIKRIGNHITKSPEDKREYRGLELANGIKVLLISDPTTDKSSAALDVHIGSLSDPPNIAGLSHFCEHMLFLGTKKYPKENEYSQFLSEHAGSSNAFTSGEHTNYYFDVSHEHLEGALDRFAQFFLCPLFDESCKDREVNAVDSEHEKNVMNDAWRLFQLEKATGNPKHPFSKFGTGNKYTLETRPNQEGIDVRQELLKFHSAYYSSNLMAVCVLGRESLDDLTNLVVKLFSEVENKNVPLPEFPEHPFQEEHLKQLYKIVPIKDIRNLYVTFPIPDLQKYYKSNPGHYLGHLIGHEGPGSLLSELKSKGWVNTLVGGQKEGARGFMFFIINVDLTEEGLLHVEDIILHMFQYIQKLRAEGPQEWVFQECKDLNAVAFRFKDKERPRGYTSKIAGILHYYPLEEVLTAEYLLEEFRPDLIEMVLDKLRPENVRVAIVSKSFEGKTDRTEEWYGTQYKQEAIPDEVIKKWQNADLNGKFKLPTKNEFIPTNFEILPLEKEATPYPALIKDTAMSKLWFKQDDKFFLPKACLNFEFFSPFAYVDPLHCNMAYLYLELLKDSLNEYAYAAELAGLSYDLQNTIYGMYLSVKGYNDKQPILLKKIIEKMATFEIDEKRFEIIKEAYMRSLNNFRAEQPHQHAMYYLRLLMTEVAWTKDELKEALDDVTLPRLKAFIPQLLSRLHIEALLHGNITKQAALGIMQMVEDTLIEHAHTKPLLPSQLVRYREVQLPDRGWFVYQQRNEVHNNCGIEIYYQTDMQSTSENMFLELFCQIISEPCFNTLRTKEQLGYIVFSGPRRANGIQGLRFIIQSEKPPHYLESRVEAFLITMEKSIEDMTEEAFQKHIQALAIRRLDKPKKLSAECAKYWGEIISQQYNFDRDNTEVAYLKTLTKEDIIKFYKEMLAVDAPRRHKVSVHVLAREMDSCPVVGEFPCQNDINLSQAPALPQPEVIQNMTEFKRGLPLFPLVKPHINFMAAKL
CHRM5 PAM: positive allosteric modulators of human muscarinic M5 receptor | P08912 | CHO-K1 hM5, Fluo-8 calcium, ACh EC20 PAM; 0% = ACh EC20, 100% = ACh EC100 | activation, % at 3 µM | 0.3% of 360,000 active | AID 624038;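 active = activation above the run cutoff, the mean activation of all test compounds plus 3 SD, cut at about 18% in these data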
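System: CHO-K1 cell line with stable human muscarinic M5 receptor expression | Also added: EC20 acetylcholine as agonist stimulus | Compound: One concentration, 3 µM final (nominal) | Timing: Fluo-8 loading 80 min at 37 °C plus 30 min room temperature | Measured by: Fluo-8 calcium dye fluorescence, kinetic read | Read-out basis: % activation, ACh-normalized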
CRFR2-BP antag: CRF-BP/CRF-R2 complex antagonism; HEK293 CRF-R2/CRF-BP, CRF-induced calcium fluorescence; inhibition, % at 11.8 µM; 0.59% of 350,000 active; AID 588475;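 active = inhibition of the ligand-induced calcium signal above about 50% at the single tested concentration, limit read from the data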
CRFBP-R2 agonist: agonists of human CRF-binding protein/CRF-R2 receptor complex | HEK293 CRF-R2/CRF-BP, calcium dye fluorescence (FLIPR); percent of saturating CRF peptide response | activation, % at 13.2 µM | 0.46% of 350,000 active | AID 588473;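 active = activation of at least 50%, plus an integration ratio under a set limit after plate pattern correction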;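 note: plate controls were neutral control wells without compound for no effect and CRF at EC100 for full effect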
CHRM4 antagonist: antagonists of human muscarinic M4 receptor (CHRM4). P08173. CHO-hM4 cells, ACh EC80, Fluo-8 calcium fluorescence. inhibition, % at 3 µM. 0.73% of 360,000 active. AID 624125;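 active = inhibition above its plate's cutoff, the mean inhibition of sample wells plus 3 SD, cut at about 27% in these data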;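 note: 0% = acetylcholine EC80 with DMSO and 100% = DMSO without agonist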
CHRM5 agonist: agonists of human muscarinic M5 receptor (CHRM5). AID 624037. CHO-K1 hM5 cells, Fluo-8 calcium fluorescence; 0% DMSO wells, 100% maximal acetylcholine response. activation, % at 3 µM. 0.19% of 360,000 active;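 active = activation above the run's mean over test compounds plus 3 SD, cut at about 23% in these data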;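 note: signal is peak over basal fluorescence ratio across the kinetic read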
M4 ag: agonists of human muscarinic M4 receptor (CHRM4); P08173; CHO-K1 hM4/Gqi5, Fluo-8 calcium fluorescence; vehicle 0%, full acetylcholine response 100%; AID 624127; 0.14% of 360,000 active; activation, % at 3 µM;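 active = activation above the run mean over all test wells plus 3 SD, cut at about 32% in these data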;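 note: peak over basal fluorescence ratio per well then scaled between controls; 0% = DMSO wells and 100% = acetylcholine at EC100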
M5 antag: blocks acetylcholine activation of human M5 receptor; 0.59% of 360,000 active; CHO-hM5 cells, Fluo-8 calcium fluorescence, ACh EC80; inhibition, % at 3 µM;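 active = inhibition above a per-plate cutoff, the mean of that plate's test compounds plus 3 SD, cut at about 27% in these data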;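 note: 0% = acetylcholine EC80 with DMSO and 100% = DMSO without agonist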
* hit, by the source's call; x = not tested or not shown. Rows were taken by chance. Share with any hit: about 2.9%.

no. | SMILES | M4 PAM | IDE inh | CHRM5 PAM | CRFR2-BP antag | CRFBP-R2 agonist
1 | Cc1ccc(NS(=O)(=O)c2ccc(NC(=O)c3cccs3)cc2)c(C)c1 | -11 | 7 | -5 | 2 | 2.8
2 | O=[N+]([O-])c1cc(-c2cccnc2)n[nH]1 | 3 | x | 6 | 6 | 0.9
3 | O=C(O)Cc1coc2cc3c(cc12)CCC3 | 4 | 3 | -4 | -2 | -0.6
4 | CCn1nnnc1NCc1ccc(Cl)cc1 | 1 | 3 | 3 | 25 | -7.6
5 | CCOC(=O)c1cc(-c2cccc([N+](=O)[O-])c2)nc2[nH]c(=O)[nH]c(=O)c12 | -6 | 2 | -2 | 13 | -1.2
6 | Cn1c(=O)c2cc(NC(=O)NCc3ccc(Cl)cc3Cl)ccc2n1Cc1ccc(F)cc1 | 5 | x | -4 | x | x
7 | COC(=O)c1cc2c(cc1NC(=O)CSCCc1ccccn1)OCO2 | 16 | 2 | -5 | 3 | 0.4
8 | O=c1c2c(nc3cc(-c4ccccc4)[nH]n13)CCC2 | 6 | 2 | -2 | 1 | -1.3
9 | Cc1ccc(CNC(=O)CN2CCC(C(N)=O)CC2)cc1 | -4 | 4 | 3 | 5 | 0.8
10 | Cc1ccc(Cl)cc1NS(=O)(=O)c1ccc(-n2cccn2)cc1 | 0 | 2 | 4 | -8 | -4.0

no. | CHRM4 antagonist | CHRM5 agonist | M4 ag | M5 antag
1 | 9 | 3 | 13 | 3
2 | -6 | 2 | 0 | 4
3 | -3 | 1 | 2 | 9
4 | 1 | -6 | 0 | 1
5 | -8 | -1 | 3 | -14
6 | -13 | 0 | 0 | 0
7 | 0 | -1 | 0 | 0
8 | 0 | -3 | 1 | -2
9 | 1 | -5 | 0 | 2
10 | -10 | 1 | 6 | -19

Carrying on:
no. | SMILES | M4 PAM | IDE inh | CHRM5 PAM | CRFR2-BP antag | CRFBP-R2 agonist
11 | CN1Cc2sc(N)c(C#N)c2CC1(C)C | 20 | 6 | 7 | -5 | 20
12 | O=C(c1nc2nc(-c3ccc(Cl)cc3)cc(C(F)(F)F)n2n1)N1CCOCC1 | 0 | 8 | 5 | -12 | -0.6
13 | COc1ccc(CCNc2nc(-c3cccnc3)cs2)cc1OC | -5 | 1 | -24 | 0 | -1.8
14 | CCOc1ccc(C(=O)COC(C)=O)cc1 | 4 | 0 | -2 | 6 | 2.9
15 | Cc1ccc(C(=O)Nc2c(N)nc(SCC(=O)Nc3cc(C)on3)[nH]c2=O)cc1 | 1 | -1 | -8 | -11 | -0.3
16 | CC[C@]12c3[nH]c4ccc(Cl)cc4c3CCN1C(=O)[C@@H](CC(=O)NCc1ccco1)C[C@@H]2C(=O)N1CCN(C(=O)c2ccco2)CC1 | 7 | x | 2 | 6 | -0.9
17 | COc1cc(C(=O)N2CCN(S(=O)(=O)c3ccc(C)cc3)CC2)ccc1OCc1c(C)noc1C | 1 | 1 | 10 | 3 | 0.4
18 | CCN(CC(=O)NCc1ccc(Cl)cc1)C(=O)/C=C/c1ccco1 | 2 | 1 | 1 | -4 | 0.2
19 | Cn1nc([N+](=O)[O-])nc1Oc1ccc(C(C)(C)C)cc1 | 4 | 3 | -5 | 76* | -2.9
20 | COc1ccc(CC(=O)Nc2cc(C)ccn2)cc1 | 0 | 0 | 0 | -3 | 0.3

no. | CHRM4 antagonist | CHRM5 agonist | M4 ag | M5 antag
11 | -10 | -8 | 1 | -1
12 | 0 | -5 | -3 | -7
13 | 1 | -1 | 7 | 10
14 | -1 | -1 | 0 | -1
15 | 8 | -2 | 0 | 9
16 | -9 | -1 | 0 | -6
17 | -3 | -10 | 0 | -4
18 | -4 | 3 | 1 | 7
19 | -4 | -5 | -2 | 9
20 | 10 | 1 | 0 | 0

Additional results:
no. | SMILES | M4 PAM | IDE inh | CHRM5 PAM | CRFR2-BP antag | CRFBP-R2 agonist
21 | CC1CCN(S(=O)(=O)c2ccc3nc(-c4ccccn4)cc(C(=O)NCCN(C)Cc4ccccc4)c3c2)CC1 | -8 | x | 12 | 1 | -2.0
22 | C[C@H]1COC(=O)[C@@H](CC(=O)OC(C)(C)C)C/C=C\C[C@@H](CC(=O)N[C@H](CO)Cc2ccccc2)C(=O)N1 | 4 | 1 | -4 | 4 | 0.9
23 | O=C(N/N=C/c1ccc(-c2cccc(C(F)(F)F)c2)o1)c1cccc(F)c1 | 0 | 0 | -5 | -12 | 0.4
24 | O=C(CSc1nnnn1Cc1ccccc1)Nc1ccc2c(c1)OCO2 | 0 | 6 | -6 | 22 | -2.0
25 | CN(C)c1cc(Nc2ccc(O)cc2)c([N+](=O)[O-])c2nonc12 | 6 | 8 | -2 | 14 | -9.7
26 | CCOc1ccc(N2CC(C(=O)NCCN3C(=O)S/C(=C\c4ccc(OC)cc4)C3=O)CC2=O)cc1 (stereo not given) | 4 | 0 | -3 | 2 | -0.1
27 | COc1cccc(-c2nc(NC3CCCC3)c3ccccc3n2)c1O | -14 | 2 | -8 | -21 | 4.9
28 | O=c1c2ccccc2c(-c2ccccc2)nn1-c1ccccn1 | 13 | 2 | 3 | 16 | -1.9
29 | CC(C)OCCCNC(=O)CNC(=O)c1ccc(Cl)c(Cl)c1 | -2 | -3 | -2 | -9 | -0.8
30 | CCOc1ccc(CCNC(=O)COC(=O)Cc2ccc(F)cc2)cc1OCC | 8 | 4 | 7 | 1 | -2.8

no. | CHRM4 antagonist | CHRM5 agonist | M4 ag | M5 antag
21 | 9 | -4 | 2 | 3
22 | 1 | 1 | -1 | 20
23 | -7 | -1 | 5 | -1
24 | -1 | -4 | 1 | 12
25 | 6 | -1 | 0 | 0
26 | 6 | -2 | 1 | 0
27 | 14 | -2 | 7 | 23
28 | -8 | 1 | 1 | 6
29 | 1 | 0 | -1 | 8
30 | -5 | 1 | 0 | -3

Additional records.
no. | SMILES | M4 PAM | IDE inh | CHRM5 PAM | CRFR2-BP antag | CRFBP-R2 agonist
31 | N#CC1(NC(=O)CSc2nnc(-c3ccccc3F)n2N)CCCCC1 | 5 | 6 | -3 | 4 | -0.8
32 | Cc1noc(C)c1COc1ccc(C(=O)N2CCN(c3ccccc3F)CC2)cc1 | -3 | 5 | -4 | 21 | -2.2
33 | CNC(=O)CC1C(=O)N(Cc2ccccc2)C(=S)N1NC(=O)c1cccc(F)c1 (stereo not given) | 1 | -1 | -3 | -55 | 42
34 | CC1(C(=O)N2CCC(CC3CC(c4ccc(Cl)cc4)=NO3)(C(=O)NCC3CCCCC3)CC2)CC1 (stereo not given) | 4 | -5 | 8 | -7 | -1.4
35 | COc1ccc(N(CC(=O)NCc2ccccc2)S(=O)(=O)c2c(C)n[nH]c2C)cc1 | 9 | 4 | 4 | 4 | 0.3
36 | CC(=O)c1c(C)[nH]c(C(=O)CSc2ccc(F)cc2)c1C | -32 | 2 | -23 | 1 | -2.4
37 | O=C(CNC(=S)NC(=O)c1ccc(Br)o1)c1ccccc1 | -4 | 8 | 4 | -28 | 0.8
38 | CSCCC(NC(=O)c1ccc(Cl)cc1Cl)C(=O)NNC(=O)c1csc(N2CCOCC2)n1 (stereo not given) | 0 | -2 | -2 | 2 | -0.6
39 | COc1ccc(CSc2ncn[nH]2)cc1[N+](=O)[O-] | -2 | 0 | -4 | 24 | -2.3
40 | COc1ccc(CNC(=O)c2cccc(S(=O)(=O)N3CCCCC3)c2)cc1OC | -6 | 3 | -14 | 5 | 0.3

no. | CHRM4 antagonist | CHRM5 agonist | M4 ag | M5 antag
31 | -10 | 1 | 0 | 9
32 | -6 | -1 | 4 | 9
33 | 3 | 6 | 3 | -3
34 | -7 | -8 | 3 | 0
35 | -2 | -2 | 1 | 9
36 | 25 | 10 | 17 | 13
37 | 0 | -1 | 0 | 1
38 | 5 | -5 | 2 | 19
39 | 2 | 0 | 0 | 3
40 | -2 | 8 | 13 | 9

Of the compounds above, two contain a thiophene ring, fused or not:
no. | SMILES | M4 PAM | IDE inh | CHRM5 PAM | CRFR2-BP antag | CRFBP-R2 agonist
1 | Cc1ccc(NS(=O)(=O)c2ccc(NC(=O)c3cccs3)cc2)c(C)c1 | -11 | 7 | -5 | 2 | 2.8
11 | CN1Cc2sc(N)c(C#N)c2CC1(C)C | 20 | 6 | 7 | -5 | 20

no. | CHRM4 antagonist | CHRM5 agonist | M4 ag | M5 antag
1 | 9 | 3 | 13 | 3
11 | -10 | -8 | 1 | -1

(cont.)
no. | SMILES | M4 PAM | IDE inh | CHRM5 PAM | CRFR2-BP antag | CRFBP-R2 agonist
41 | Cc1ccc(Cl)cc1NC(=S)NCc1cccn1C | 9 | 4 | -4 | 7 | -0.3
42 | CSc1sc(C(=O)N(C)C)cc1S(=O)(=O)C(C)C | -8 | 15 | -8 | -10 | -0.2
43 | Cc1ccc(S(=O)(=O)NCCC(=O)O)cc1 | 9 | 5 | -2 | 0 | -2.1
44 | Cc1c(CN2CCC(C)CC2)c(=O)n(-c2ccccc2)n1C | 18 | 6 | -3 | -6 | -1.6
45 | O=C(/C=C/Nc1ccc(Cc2ccc(N/C=C/C(=O)C(F)(F)F)cc2)cc1)C(F)(F)F | -5 | 3 | -5 | 2 | -1.5
46 | On1c(-c2ccccc2Cl)nc2ncccc21 | -2 | 1 | -2 | 33 | -2.4
47 | C[C@@H](C(=O)NC1CCCCC1)N1C(=O)N2CCc3c([nH]c4ccccc34)[C@@]2(C)C1=O | -6 | -1 | -6 | -21 | 3.9
48 | CSc1ncccc1C(=O)N1CCCC(C(=O)c2ccc3ccccc3c2)C1 (stereo not given) | 13 | 4 | -2 | 10 | 0.3
49 | Cc1ccc(-n2nc(-c3ccco3)cc2C(=O)O)c(C)c1 | 7 | x | -1 | -1 | 1.3
50 | Cc1ccc(C(C)NC(=O)c2ccco2)cc1C (stereo not given) | -3 | -2 | -5 | 11 | -4.0
51 | COc1ccc(NC(=O)c2cccnc2SC)cc1S(=O)(=O)N1CCCCC1 | 4 | -1 | 1 | -5 | -1.0
52 | O=C(N/N=C/c1ccc2c(c1)OCO2)C1CC1 | 7 | -5 | 17 | -1 | -1.2
53 | CN1CCN(C(c2cccc(C(F)(F)F)c2)c2nnnn2C(C)(C)C)CC1 (stereo not given) | 2 | 0 | 0 | -9 | -1.3

no. | CHRM4 antagonist | CHRM5 agonist | M4 ag | M5 antag
41 | -5 | 1 | 2 | 1
42 | 13 | -3 | 0 | 7
43 | -2 | 5 | 2 | 3
44 | -8 | -2 | 1 | -3
45 | 8 | -2 | 6 | 1
46 | 0 | 0 | 3 | -2
47 | 1 | 1 | 3 | 2
48 | -7 | 0 | 3 | 12
49 | -23 | 2 | 0 | 11
50 | 12 | 0 | 0 | 2
51 | 12 | 1 | 2 | -11
52 | 0 | -1 | 0 | -6
53 | -1 | -6 | 2 | 8

Retrieved one by one from the entries so far, three records:
no. | SMILES | M4 PAM | IDE inh | CHRM5 PAM | CRFR2-BP antag | CRFBP-R2 agonist
43 | Cc1ccc(S(=O)(=O)NCCC(=O)O)cc1 | 9 | 5 | -2 | 0 | -2.1
51 | COc1ccc(NC(=O)c2cccnc2SC)cc1S(=O)(=O)N1CCCCC1 | 4 | -1 | 1 | -5 | -1.0
48 | CSc1ncccc1C(=O)N1CCCC(C(=O)c2ccc3ccccc3c2)C1 (stereo not given) | 13 | 4 | -2 | 10 | 0.3

no. | CHRM4 antagonist | CHRM5 agonist | M4 ag | M5 antag
43 | -2 | 5 | 2 | 3
51 | 12 | 1 | 2 | -11
48 | -7 | 0 | 3 | 12
